From PubChem BioAssay
NCI-60 one-dose screen, 48 h, at 10 µM unless noted. Numbers give growth in % (100 = growth as untreated, 0 = no growth, -100 = all killed).
RXF 393: RXF 393 renal cancer cells; AID 1794773; 77,000 compounds, 6.9% hits
TK-10: TK-10 renal cancer cells; 81,000 compounds, 3.9% hits
UO-31: UO-31 renal cancer; 81,000 compounds, 5.2% hits; AID 1794768
CAKI-1: CAKI-1 renal cancer; 75,000 compounds, 4.7% hits; AID 1794772
ACHN: ACHN renal cancer | 81,000 compounds, 4.9% hits | AID 1794771
SN12C: SN12C renal cancer cells. 81,000 compounds, 3.8% hits
PC-3: PC-3 prostate cancer cells; 80,000 compounds, 3.9% hits
A498: A498 renal cancer cells. 76,000 compounds, 5.4% hits. AID 1794774
786-0: 786-0 renal cancer cells. 81,000 compounds, 5.1% hits. AID 1794775
The depositor's hits bear a star; . = no result given; & = joins results of further samples; [ ] = remark or other dose. Rule for the calls: active = growth percent below 10; inactive = the rest. Rows are unselected. Share with any hit: about 11%.

SMILES | RXF 393 | TK-10 | UO-31 | CAKI-1 | ACHN | SN12C | PC-3 | A498 | 786-0
Cc1ccc(S(=O)(=O)N/N=C(/c2ccccc2)c2cccs2)cc1 | 112 | 123 | 88 | 85 | 96 | 100 | 103 | 118 | 107
CCOCc1ccco1 | 113 | 94 | 94 | . | 110 | 111 | 95 | 117 | 96
CCCS(=O)(=O)Nc1ccc(C(=O)/C=C2/C(=O)Nc3ccc(F)cc32)cc1 | 101 | 125 | 42 | 80 | 83 | 98 | 98 | 103 | 106
O=C(Nc1nc2ccc(Cl)cc2s1)c1cc(-c2ccc(F)cc2)n2nc(-c3ccccc3)cc2n1 | 114 | 121 | 87 | 85 | 100 | 94 | 97 | 97 | 97
O=S(=O)(O)CCCS(=O)(=O)O | 95 | 108 | 109 | 115 | 106 | 99 | 103 | 113 | 107
CCOC(=O)C(F)(C#N)Cc1ccccc1 (configuration not stated) | 110 | 106 | 88 | 99 | 102 | 100 | 91 | 103 | 104
NC(=S)CCNC(=O)c1ccccc1 | 111 | 108 | 82 | 99 | 95 | 96 | 89 | 106 | 99
Cc1ccc(N(CSc2ccc(Cl)cc2)CSc2ccc(Cl)cc2)cc1 | 91 | 92 | 22 | 29 | 67 | 30 | 11 | -22* | 51
CN1C(=O)N(C)C2Nn3c(s/c(=C\c4ccc[nH]4)c3=O)=NC21 (configuration not stated) | 124 | 116 | 88 | 97 | 104 | 102 | 103 | 86 | 98
CC1(C)C(=O)/C(=C\O)C[C@]2(C)[C@H]3C(=O)C=C4[C@@H]5C[C@@](C)(C(=O)O)CC[C@]5(C)CC[C@@]4(C)[C@]3(C)CC[C@@H]12 | 117 | 115 | 78 | 102 | 105 | 98 | 92 | 99 | 112
CC(C)c1ccc(/C=N/Nc2nc3ccccc3s2)cc1 | . | 148 | 57 | . | 103 | 86 | 78 | 93 | 108
O=C(CCCCCC1CCCCC1)OCc1ccccc1 | 100 | 103 | 91 | 102 | 110 | 105 | 97 | 104 | 106
c1ccc(CCNc2nc(NCCc3ccccc3)c3ccccc3n2)cc1 | 124 | 89 | 84 | 88 | 100 | 93 | 115 | 101 | 104
CCOC(=O)C(N=Nc1ccccc1)C(C)=O (configuration not stated) | 90 | 119 | 89 | 99 | 101 | 95 | 99 | 107 | 90
COc1nc2c(c(=O)n1C)C1(C(=O)Nc3ccccc31)c1c(nc(OC)n(C)c1=O)N2 | 105 | 109 | 94 | 95 | 97 | 99 | 100 | 117 | 99
Cc1[nH]c(C)c2ccc(=O)ccc12 | 83[100 µM] | 106[100 µM] | 89[100 µM] | 73[100 µM] | 97[100 µM] | 94[100 µM] | 77[100 µM] | 100[100 µM] | 94[100 µM]
OCc1cnccc1N1CCC(OCc2ccccc2)C1 (configuration not stated) | 105 | 103 | 88 | 98 | 105 | 98 | 95 | 92 | 103
Cc1cc2c(n1C)CSc1cc(S(=O)(=O)c3ccccc3)c(=O)[nH]c1-2 | 83[100 µM] | 87[100 µM] | 106[100 µM] | 64[100 µM] | 77[100 µM] | 88[100 µM] | 83[100 µM] | 103[100 µM] | 90[100 µM]
O=C1C=Cc2ncccc2C1=O | 106 | 111 | 68 | 81 | 76 | 65 | 88 | 125 | 103
O=C(NCc1ccccc1O)c1cccc2ccccc12 | 95 | 99 | 51 | 92 | 72 | 65 | 53 | 56 | 73

Individual results from the entries so far:
CCOC(=O)C(N=Nc1ccccc1)C(C)=O (configuration not stated) in ACHN → 101
O=C(Nc1nc2ccc(Cl)cc2s1)c1cc(-c2ccc(F)cc2)n2nc(-c3ccccc3)cc2n1 in TK-10 → 121
O=C(CCCCCC1CCCCC1)OCc1ccccc1 in TK-10 → 103
NC(=S)CCNC(=O)c1ccccc1 in UO-31 → 82
CN1C(=O)N(C)C2Nn3c(s/c(=C\c4ccc[nH]4)c3=O)=NC21 (configuration not stated) in TK-10 → 116

The results go on.
SMILES | RXF 393 | TK-10 | UO-31 | CAKI-1 | ACHN | SN12C | PC-3 | A498 | 786-0
C/C(=N\NC(=O)c1ccncc1)c1cccc(Br)c1 | 102&104 | 128&122 | 92&93 | 98&122 | 99&117 | 105&97 | 102&99 | 124&79 | 107&107
O=C(NCn1c(=O)[nH]c2ccccc2c1=O)Nc1ccc([N+](=O)[O-])cc1 | 85 | 106 | 71 | 97 | 97 | 96 | 85 | 97 | 104
O=C(Nc1ccc(C(=O)N2N=C(c3ccccc3)CC2=O)cc1)c1ccccn1 | 111 | 112 | 89 | 85 | 98 | 106 | 95 | 82 | 97
COc1cc(C2CC(c3ccc(N4CCNCC4)cc3)=NN2)ccc1F (configuration not stated) | 95 | 114 | 77 | 87 | 101 | 83 | 64 | 91 | 95
O=C(NC(Cc1ccc(O)cc1)C(=O)N=Nc1c(O)[nH]c2ccccc12)c1ccccc1 (configuration not stated) | 108 | 98 | 75 | 99 | 114 | 98 | 98 | 109 | 99
O=C(Nc1ccc(Cl)c(Cl)c1)Oc1ccccc1Cl | 98 | 123 | 93 | 90 | 87 | 89 | 95 | 83 | 92
CN(C)Nc1ncnc2nc[nH]c12 | 103 | 150 | 86 | 117 | 93 | 95 | 95 | 122 | 106
Cn1c(S)c(N=Nc2ccc(O)cc2)sc1=S | 118 | 134 | 85 | 77 | 100 | 96 | 95 | 107 | .
Cn1c2c(c(=O)n(C)c1=O)NC1(N2)C(=O)Nc2ccccc21 (configuration not stated) | 84 | 139 | 72 | 80 | 100 | 92 | . | 145 | 99
CCCCCCCCCCCCCCCCn1cc[n+](C)c1 | -66* | -80* | -86* | -84* | -0.6* | -95* | -70* | -65* | -90*
COc1cc2oc(-c3cccc(NC(=O)[C@@H](N)CO)c3)cc(=O)c2c(OC)c1OC | . | 105 | 98 | 100 | 106 | 108 | 106 | 109 | 98
Nc1ccc(S(=O)(=O)Nc2cc(-c3ccccc3)[nH]c2-c2ccccc2)cc1 | . | 111 | 87 | . | 104 | 101 | 83 | 81 | 83
O=c1c2cc(F)ccc2nc(SCc2ccccc2F)n1-c1ccccc1 | 75 | 103 | 70 | 61 | 48 | 90 | 82 | 140 | 69
Cc1[nH]c(N)nc(=S)c1Br | 118 | 96 | 90 | . | . | 109 | 99 | 127 | 99
CC(=O)Nc1ccc(/C=N/Nc2nnc(N/N=C/c3ccc(NC(C)=O)cc3)c3ccccc23)cc1 | 91 | 110 | 90 | 113 | 98 | 95 | 90 | 113 | 95
CC(=O)Nc1cc2c3c(cccc3c1)-c1ccccc1-2 | 92 | 96 | 19 | 33 | 92 | 32 | 58 | 59 | 50
CCCC(CCC(C)=O)[N+](=O)[O-] (configuration not stated) | 114 | 93 | 91 | 90 | 106 | 97 | 107 | 97 | 93
CCOC(=O)c1c[nH]c(/C=N/O)c1C | 120 | 103 | 96 | . | 101 | 109 | 103 | 115 | 99
O=C(O)Cc1c(-c2ccccc2)nc(=S)[nH]c1-c1[nH]c(=S)nc(-c2ccccc2)c1CC(=O)O | 115 | 127 | . | 83 | 97 | 94 | 89 | 117 | 102
CCCCNC(=O)NS(=O)(=O)Cc1ccccc1 | 124 | 118 | 83 | 100 | 106 | 113 | 102 | 110 | 99
O=C(NNc1nccc(Nc2ccc(S(=O)(=O)Nc3ccncc3)cc2)n1)C(Cl)(Cl)Cl | 111 | 91 | 95 | 95 | 105 | 105 | 94 | 108 | 95
COc1cc(/C=C/C(=O)N2CCC=CC2=O)cc(OC)c1OC | 9.0* | 39 | 58 | . | -7.7* | 45 | 80 | 99 | 29
COc1ccc(-n2c(SCc3nnc(NC(=O)c4ccccc4)s3)nc3ccc(Cl)cc3c2=O)cc1 | . | 104 | 78 | 87 | 94 | 95 | 97 | 87 | 87
O=C(N/N=C/c1c[nH]c2ccccc12)c1cn(C2CC2)c2cc(N3CCNCC3)c(F)cc2c1=O | . | 156 | 82 | 88 | 102 | 99 | 96 | 98 | 101
CCOC(=O)c1c(C)nc2c(c1N)CC(=O)N2Cc1ccc(F)cc1 | 101 | 97 | 89 | 93 | 96 | 93 | 80 | 64 | 98
Cc1cc(Cl)ccc1Nc1nc(C(F)(F)F)ccc1C(=O)N/N=C/c1ccccc1Cl | 24 | 19 | 7.2* | 5.3* | 16 | 20 | 8.2* | 22 | -40*
CC(O)Cc1ccc2c(c1)OCO2 (configuration not stated) | . | 103 | 88 | 105 | 112 | 94 | 98 | 79 | 105
Cn1c(=O)c2c(nc(N/N=C/c3cccc(Br)c3)n2C)n(C)c1=O | 115 | 121 | 95 | 91 | 104 | 100 | 91 | 89 | 101
CSc1ncc(Br)c(Nc2ccccc2Cl)n1 | 105 | 95 | 95 | . | 108 | 103 | 96 | 63 | 100
COc1ccc(NC(=O)CSc2oc(-c3ccccc3)nc2S(=O)(=O)c2ccc(C)cc2)c(OC)c1 | 92 | 84 | 71 | 91 | 100 | 98 | 70 | 79 | 96
COc1ccc(C/C(C)=C(\c2ccc(O)cc2)c2ccc(OCCN3CCCCC3)cc2)cc1 | 80 | 85 | 57 | 104 | 93 | 90 | 67 | 110 | 77
O=C1/C(=C/c2cccc(O)c2O)SC(=S)N1CCCN1CCOCC1 | 74 | 98 | 50 | 90 | 77 | 86 | 92 | 118 | 94
N#Cc1nc(CC(=O)c2ccncc2)c(CC(=O)c2ccncc2)nc1C#N | 118 | 132 | . | 84 | 98 | 96 | 101 | 109 | 93
C[C@]1(CO)O[C@H](n2cc(F)c(N)nc2=O)C[C@@H]1O | . | 98 | 53 | 97 | 38 | 68 | 53 | . | 99
Cc1ccc(S(=O)(=O)N2CCC(Cc3cc4ccccc4o3)C2)cc1 (configuration not stated) | 106 | 98 | 87 | 91 | 102 | 98 | 96 | 94 | 102
COc1ccc(-c2n[nH]c(=S)n2-c2cccnc2)cc1 | 99 | 105 | 98 | 96 | 105 | 100 | 100 | 98 | 106
Cc1ccc(NC(=O)Nc2c(Cl)cccc2Cl)cn1 | 77 | 128 | 72 | . | 95 | 105 | 84 | 106 | 113
CCCCN1CCCCC1C(=O)Nc1c(C)cccc1C (configuration not stated) | 118 | 110 | 78 | 88 | 102 | 83 | 96 | 90 | 110
O=C1C(=O)c2c(nc3n[nH]c(-c4ccc(Cl)cc4)c3c2-c2ccccc2)-c2ccccc21 | 83 | . | 69 | 74 | 91 | 91 | 55 | 86 | 103
COc1ccc(/C(C)=N/NC(=O)c2ccncc2)cc1 | 99 | 107 | 74 | 97 | 107 | 97 | 89 | 105 | 106

A second format for 6 compounds above.
Under each structure: RXF 393 | TK-10 | UO-31 | CAKI-1 | ACHN | SN12C | PC-3 | A498 | 786-0
> O=C(NNc1nccc(Nc2ccc(S(=O)(=O)Nc3ccncc3)cc2)n1)C(Cl)(Cl)Cl
  111 | 91 | 95 | 95 | 105 | 105 | 94 | 108 | 95
> COc1cc(/C=C/C(=O)N2CCC=CC2=O)cc(OC)c1OC
  9.0* | 39 | 58 | . | -7.7* | 45 | 80 | 99 | 29
> COc1ccc(-n2c(SCc3nnc(NC(=O)c4ccccc4)s3)nc3ccc(Cl)cc3c2=O)cc1
  . | 104 | 78 | 87 | 94 | 95 | 97 | 87 | 87
> O=C(N/N=C/c1c[nH]c2ccccc12)c1cn(C2CC2)c2cc(N3CCNCC3)c(F)cc2c1=O
  . | 156 | 82 | 88 | 102 | 99 | 96 | 98 | 101
> CCOC(=O)c1c(C)nc2c(c1N)CC(=O)N2Cc1ccc(F)cc1
  101 | 97 | 89 | 93 | 96 | 93 | 80 | 64 | 98
> Cc1cc(Cl)ccc1Nc1nc(C(F)(F)F)ccc1C(=O)N/N=C/c1ccccc1Cl
  24 | 19 | 7.2* | 5.3* | 16 | 20 | 8.2* | 22 | -40*

Carrying on:
SMILES | RXF 393 | TK-10 | UO-31 | CAKI-1 | ACHN | SN12C | PC-3 | A498 | 786-0
O=C1c2ccccc2C(=O)N1CN1CCN(c2cc(=O)n(-c3ccccc3)c3ccccc23)CC1 | 103 | 96 | 88 | 94 | 104 | 96 | 98 | 99 | 101
Cn1c([N+](=O)[O-])cnc1/C=C1\Oc2ccc(Cl)cc2C1=O | -70* | -23* | -32* | -23* | -2.7* | -11* | -18* | 12 | -23*
CCOC(=O)n1cc(-c2nonc2-c2cn(C(=O)OCC)c3ccccc23)c2ccccc21 | 117 | 104 | 63 | 63 | 85 | 95 | 86 | 112 | 100
CC(C)CC(N)=O | 104&106 | 97 | 102&93 | 102&91 | 109&103 | 102&93 | 97&97 | 94&88 | 98&108
Cc1cc(C(c2ccc(Nc3ccccc3)cc2)c2ccc(Nc3ccccc3)cc2)ccc1Nc1ccccc1 | 61 | 105 | 66 | 105 | 76 | 73 | 60 | 100 | 68
O=C(Nc1cccc(Cl)c1)Nc1nc2ccccc2s1 | 117 | 114 | 57 | 74 | 84 | 87 | 70 | 133 | 102
COc1ccc(C(=O)COc2ccc(/C=C3\Oc4ccc(OC)cc4C3=O)cc2)cc1 | 110 | 119 | . | 98 | 105 | 101 | . | 99 | 114
COc1ccc(CN2CC3CC3(COc3ccc(F)c(F)c3)C2)cc1F (configuration not stated) | 113 | 108 | 59 | 80 | 98 | 107 | 97 | 108 | 95
Cc1ccc(-c2nc3nc(-c4ccccc4)nc(N4CCCNCC4)c3o2)cc1 | -73* | -60* | -98* | -9.0* | -99* | -88* | -89* | 98 | -97*
O=S=Nc1ccc([N+](=O)[O-])cc1 | 111 | 85 | 78 | 79 | 81 | 99 | 97 | 79 | 92
c1ccc(-c2nc3n(c2-c2ccccc2)CN(C(c2ccccc2)c2nc4ncncc4[nH]2)CS3)cc1 (configuration not stated) | . | 148 | 80 | 90 | 95 | 104 | 95 | 105 | 98
C=C1C(=O)O[C@H]2[C@H]1CC/C(COC(=O)NCc1ccc(Cn3c(=O)sn(CCCCC)c3=O)cc1)=C\CC[C@@]1(C)O[C@@H]21 | 12 | 2.5* | 6.6* | 36 | 26 | 23 | 46 | 85 | 32
COc1ccc(C(C)C=O)cc1 (configuration not stated) | 139 | 92 | 94 | 104 | 103 | 104 | . | 121 | 107
Cc1ccc(C2=NN3C(C2)c2ccccc2OC3c2ccc3noc(-c4ccc(C)cc4)c3c2)cc1 (configuration not stated) | 107 | 138 | 76 | 80 | 103 | 99 | 102 | 118 | 106
